CF NFkB block – blocks PAF-induced NF-kB reporter in cystic fibrosis cells; KKLEB NF-kB-GFP reporter, GFP fluorescence overnight; inhibition, % at 5 µM; actives 0.86% (n = 360,000); AID 588850;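 active means at least 50% inhibition at 5 µM, scaled per plate between neutral and stimulator controls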;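 further: PAF is a Pseudomonas aeruginosa culture filtrate used as stimulus; plate controls were PAF-stimulated DMSO wells for no effect and unstimulated DMSO wells for full effect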
HIF-2a inh – blocks HIF-2a reporter activity; AID 624352; actives 0.72% (n = 360,000); 786-0 RCC cells HIF-2a reporter, luciferase luminescence, overnight; inhibition, % at 18.8 µM;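 active means inhibition of the luminescence signal of 40% or more relative to plate controls, in a single-dose primary screen at 18.75 µM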
TWEAK-Fn14 inh – blocks TWEAK-Fn14 interaction in a reporter cell assay; actives 2% (n = 360,000); TWEAK-stimulated Fn14 reporter cells, luciferase luminescence, 8 h; inhibition, % at 10 µM; in the data active means inhibition above about 50%
Peg3 prom inh – inhibitors of Peg3 promoter | HeLa PEG-Prom luciferase reporter, luminescence, overnight | inhibition, % at 20 µM | actives 1.7% (n = 360,000) | AID 588405;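 active means inhibition of at least 50% at 20 µM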
NR2E3 ag-1 – activates human NR2E3 receptor. AID 602229. actives 0.35% (n = 360,000). CHO-S Gal4-NCOR/VP16-NR2E3 two-hybrid, luciferase. inhibition of corepressor binding, % at 3.98 µM. Q9Y5X4;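 active means inhibition above the mean of all tested compounds plus 3 SD, cut at about 70% in these data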;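 further: 0% = DMSO with NR2E3 transfected cells and 100% = cells lacking NR2E3 construct; higher means lower luciferase signal from less NR2E3 corepressor binding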
Target sequence (Q9Y5X4 whole entry, looked up, the tested form may be a part): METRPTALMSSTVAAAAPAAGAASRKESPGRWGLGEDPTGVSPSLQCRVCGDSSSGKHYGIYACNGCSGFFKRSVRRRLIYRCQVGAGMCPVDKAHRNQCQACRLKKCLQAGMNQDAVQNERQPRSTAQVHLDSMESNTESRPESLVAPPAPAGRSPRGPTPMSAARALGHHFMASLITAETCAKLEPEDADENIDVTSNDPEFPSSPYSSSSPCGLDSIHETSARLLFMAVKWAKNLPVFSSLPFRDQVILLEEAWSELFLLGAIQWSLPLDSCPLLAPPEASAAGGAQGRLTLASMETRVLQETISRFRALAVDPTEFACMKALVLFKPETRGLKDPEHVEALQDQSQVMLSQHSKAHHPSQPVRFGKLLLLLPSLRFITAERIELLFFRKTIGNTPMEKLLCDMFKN
KKLEB cytotox – CF airway cell cytotoxicity counter-screen. KKLEB CF airway cells viability, ATPlite luminescence, overnight; active compounds read low; cells stimulated with P. aeruginosa culture filtrate. activity change (cytotoxicity), % at 5 µM. actives 0.36% (n = 360,000). AID 602141;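 active means corrected activity change at or below -50% at 5 µM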
NR2E3 ag-2 – activates human photoreceptor nuclear receptor NR2E3. Q9Y5X4. GST-NR2E3/biotin-RetCOR TR-FRET, 1536-well. inhibition of corepressor binding, % at 4.78 µM. actives 0.12% (n = 320,000). AID 2300;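 active means percent inhibition above the cutoff of mean plus 3 SD of all tested compounds, set per screening campaign, cut at about 20% in these data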;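 further: 0% = DMSO wells and 100% = biotin wells as full block of FRET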
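Test system: GST-NR2E3 and biotin-RetCOR proteins | Quantity: 1.35 nM GST-tagged NR2E3 final | Medium: Tris pH 7.5 | Also added: 7 nM biotin-RetCOR | Dosing: Compound at 4.8 µM, single dose | Timing: 5 h at 4 °C | Detection: Time-resolved FRET | Read-out basis: Percent inhibition | Benchmarks: Biotin wells as high control, 0.6% DMSO wells as low control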
MITF TRPM1 inh – inhibitors of MITF-driven TRPM1 promoter in melanoma cells; SK-MEL-5 TRPM1 promoter luciferase, 24 h; inhibition, % at 12.5 µM; actives 0.83% (n = 330,000); AID 488899;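 active means mean inhibition across replicates of 60% or more, whatever share of single replicates reaches that level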; further: values of inactives mirror those of a sister screen read the other way
TRAIL sens C8 – caspase-8 TRAIL sensitization | NB7+C8 cells + TRAIL, ATPlite viability luminescence | inhibition (viability loss, TRAIL sensitization), % at 10 µM | actives 1% (n = 360,000) | AID 624354;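 active means compounds causing at least 50% loss of cell viability in the single-dose screen, relative to plate controls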
Shn3 inh set2 – Schnurri-3 reporter inhibition in Clone20 osteoblasts; Clone20 osteoblast Shn3 3'UTR firefly luciferase, 24 h; inhibition, % at 12.5 µM; actives 0.52% (n = 360,000); AID 588674;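 active means mean inhibition of at least 75% with every replicate also reaching 75%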;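 further: 0% = median of neutral control wells and 100% = pilot-screen positive control compound; some compounds past the cut are filed as inactive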
TROY signal inh – inhibitors of TROY-dependent NF-kB signaling. AID 1347056. inhibition, % at 10 µM. Q293 LMP1-TROYcd NF-kB luciferase reporter, 4 h. actives 0.98% (n = 360,000);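 active means compounds whose plate-normalised and pattern-corrected inhibition of the luciferase reporter signal at the single screening dose is 50% or more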
Active calls of the source: *; x = no result given. Some of the compounds tested; the hit share may differ from the screen's.

SMILES	CF NFkB block	HIF-2a inh	TWEAK-Fn14 inh	Peg3 prom inh	NR2E3 ag-1	KKLEB cytotox	NR2E3 ag-2	MITF TRPM1 inh	TRAIL sens C8	Shn3 inh set2	TROY signal inh
COc1ccc(N2CCN(C(=O)CCN3C(=O)C4C5C=CC(C5)C4C3=O)CC2)cc1 (stereo not drawn)	5	13	1	13	-16	-5	3	10	-8	5	16
CCCOP(=O)(OCCC)C(NC(=O)C(C)(C)C)c1ccccc1 (stereo not drawn)	6	17	-4	11	5	6	3	15	-2	14	9
COc1ccc(C)cc1-n1nnnc1SCC(=O)NC(=O)NCc1ccco1	-11	10	5	15	-22	2	1	2	12	-3	-1
CCCCN(C(=O)c1ccc(COc2ccccc2)o1)c1c(N)n(CC(C)C)c(=O)[nH]c1=O	-6	13	5	8	24	-2	4	-6	1	-9	-11
COc1ccc(OCCNC(=O)C(c2ccccc2)c2ccccc2)cc1	-12	25	19	8	1	-3	-1	-20	-6	-8	-1
COc1ccc(N2CCN(CC(=O)Nc3nc(C)cs3)CC2)cc1	-40	3	5	18	11	20	0	-6	-10	-1	7
O=C(NCc1ccc2c(c1)OCO2)C1CCN(S(=O)(=O)c2ccc(F)cc2)CC1	14	7	7	20	-8	-16	-2	0	-12	3	-19
CC(=O)NC(C)(c1ccccc1)c1nc(/C=C/c2ccccc2)cs1 (stereo not drawn)	12	-4	-25	10	21	-2	x	x	-7	-8	8
COc1ccc(CNC2CCCc3ccccc32)cc1OC (stereo not drawn)	-11	-2	23	6	18	-10	3	3	7	1	-17
O=C(Nc1ccc(N2CCCC2)c(Cl)c1)c1cccnc1	-14	-54	83*	-235	-43	-2	5	-79	-12	-46	x
CCN1CCc2c(OCc3ccc(C)cc3)cccc2C1=O	-4	15	-3	22	15	2	-4	-3	-4	1	6
COc1ccccc1N(CN1CCCC1=O)C(=O)COc1ccccc1	-4	17	4	13	21	12	-1	-14	5	-4	4
CC(=O)n1cc([C@@H]2C=C(C(=O)N3CCN(Cc4ccc5c(c4)OCO5)CC3)O[C@H](OCCCCO)C2)c2ccccc21	-4	10	-13	7	-24	6	3	-2	5	30	6
O=C(CSc1nc(-c2ccccc2)nc2c1CCCC2)N1CCOCC1	13	15	-13	-6	-27	-13	3	-10	-6	6	0
O=C(Nc1ccc(S(=O)(=O)N2CCOCC2)cc1)C1CC(=O)N(c2ccc(F)cc2)C1 (stereo not drawn)	-2	9	-6	-5	8	3	1	-14	11	14	-13
CCC(C)CCN1C(N(C)C)=NC[C@@H]1Cc1ccccc1 (stereo partly drawn)	-3	9	-3	-19	4	1	-3	-2	9	34	-14
Cc1ccc(CNc2nc3c([nH]2)c(=O)n(C)c(=O)n3C)cc1	10	13	21	-3	-1	9	0	11	-9	16	-10
CC(=O)Nc1ccc(C(=O)OCC(=O)N2CCCC2=O)cc1	15	-2	-7	-10	-14	9	x	0	-9	-7	0
O=C(Nc1ccc2nc3n(c(=O)c2c1)CCCCC3)c1ccccc1Cl	0	-159	-20	-104	-2	-2	3	-27	16	-7	-20
COc1ccc(C(C)=O)cc1COC(=O)c1cc(C)oc1C	-3	13	1	1	-21	0	2	-7	-2	-7	-6

Gathered by group: the compounds so far with fluorine (2)
SMILES	CF NFkB block	HIF-2a inh	TWEAK-Fn14 inh	Peg3 prom inh	NR2E3 ag-1	KKLEB cytotox	NR2E3 ag-2	MITF TRPM1 inh	TRAIL sens C8	Shn3 inh set2	TROY signal inh
O=C(NCc1ccc2c(c1)OCO2)C1CCN(S(=O)(=O)c2ccc(F)cc2)CC1	14	7	7	20	-8	-16	-2	0	-12	3	-19
O=C(Nc1ccc(S(=O)(=O)N2CCOCC2)cc1)C1CC(=O)N(c2ccc(F)cc2)C1 (stereo not drawn)	-2	9	-6	-5	8	3	1	-14	11	14	-13

The list goes on.
SMILES	CF NFkB block	HIF-2a inh	TWEAK-Fn14 inh	Peg3 prom inh	NR2E3 ag-1	KKLEB cytotox	NR2E3 ag-2	MITF TRPM1 inh	TRAIL sens C8	Shn3 inh set2	TROY signal inh
CCOCCCNC(=O)CN1C(=O)COc2ccc(S(=O)(=O)N3CCOCC3)cc21	33	8	2	2	-29	-4	0	5	-17	-5	7
CC(=O)c1ccc(OCCCC(=O)Nc2ccc(C)c(S(=O)(=O)N3CCOCC3)c2)cc1	-6	11	-1	0	-21	10	x	17	6	17	22
Cc1ccc(C(=O)N/N=C\c2cccs2)cn1	0	-110	14	-88	32	3	2	-11	36	-46	-24
O=S(=O)(c1ccccc1)c1nc(-c2ccccc2Cl)oc1NCCCN1CCOCC1	16	0	4	19	10	-7	x	6	-10	16	10
O=C(N/N=C/c1coc2ccc(Cl)cc2c1=O)c1cc(O)cc(O)c1	32	24	46	14	-19	21	x	0	-16	-5	28
COCCNC(=O)C(OC(=O)c1nsc(Cl)c1Cl)C(C)C (stereo not drawn)	5	9	19	7	12	-1	4	1	0	-6	1
CCCCCC(O)CCCC(=O)O (stereo not drawn)	-13	11	-11	6	-25	10	x	-6	-1	-25	1
N#C/C(=C/c1ccc(-c2ccccc2[N+](=O)[O-])o1)C(=O)NCCN1CCCCC1	1	-4	-22	1	-11	-2	-3	-1	-10	9	9
Cc1nc(COc2ccccc2Cl)sc1-c1ccnc(N)n1	8	-117	-14	-100	-22	-22	6	-35	-7	-2	-9
O=C(CCCCCNc1nc(=S)[nH]c2ccccc12)N1CCN(c2ccccn2)CC1	-2	7	23	56*	19	0	1	-11	19	56	38
CC(O)[C@H]1CNC(=O)C(=O)N1CCc1cc(C(F)(F)F)cc(C(F)(F)F)c1 (stereo partly drawn)	-4	4	-7	9	-6	6	-1	1	4	-3	-18
COc1cccc(C(=O)OCCN2CCOCC2)c1	12	-11	-1	-38	-9	-5	3	-9	-5	-12	2
CCCc1ccc2oc(C(=O)N3CCC(O)CC3)c(C)c2c1	12	-200	-21	-150	-64	-46	-3	-50	12	-67	-27
O=S(=O)(Nc1ccncc1Cl)c1cccc(Cl)c1Cl	-2	10	-6	15	-2	8	1	2	0	-17	20
COc1cc([N+](=O)[O-])cc(/C=N/NC(=O)c2ccc(C)nc2)c1O	-4	5	10	6	-28	0	-4	1	24	-7	-8
COc1cc(OC)nc(Oc2ccccc2C(=O)Oc2cccc(C)c2)n1	0	7	14	22	-6	-3	-3	3	5	0	-11
CCCCN1CC(COCc2ccccc2)Oc2cc(Br)ccc2S1(=O)=O (stereo not drawn)	2	-35	-15	1	-10	8	x	-8	10	13	-20
Cc1ccc(C)c(-c2cc(C(=O)NN3CCOCC3)c3ccccc3n2)c1	-8	0	-3	9	3	5	0	11	-10	11	6
CC1CCN(C(=O)Cn2cc(S(=O)(=O)CC(=O)N3CCOCC3)c3ccccc32)CC1	1	15	-2	-2	4	2	2	-8	-5	-7	-5
COC(=O)c1ccc2c(c1)C(=O)/C(=C/c1ccc(C)cc1)O2	20	-200	-51	-241	-21	-2	5	-61	11	-23	-45
COc1ccc(S(=O)(=O)N2CCOC2CNC(=O)C(=O)NCCc2ccc(S(N)(=O)=O)cc2)cc1 (stereo not drawn)	-6	17	11	8	-17	23	3	x	0	-3	0
CC1(C)CNC(=S)N1Cc1ccccc1	17	0	2	8	-34	-13	x	x	15	51	7
Cc1cccc(N(CC(=O)NC2CCCCC2)C(=O)CCC(=O)Nc2nccs2)c1	7	11	-20	7	-43	1	2	2	-8	-4	-5
CC1(c2ccc3noc(-c4cccc(F)c4)c3c2)OCCO1	5	-18	14	5	-1	-1	-2	-5	4	-1	21
COc1ccc(/C=N\NC(=O)CNC(=O)C2COc3ccccc3O2)cc1[N+](=O)[O-] (stereo not drawn)	-3	-8	-13	8	-1	11	1	-9	1	2	-1
COc1ccc(N2C(=O)C3[C@@H](C2=O)C2(Cl)C(Cl)=C(Cl)C3(Cl)C2(OC)OC)cc1 (stereo partly drawn)	2	17	16	10	-10	-3	-3	0	-1	20	12
OC1(Cc2ccccc2)CCNCC1	-2	6	-27	12	-21	-9	1	x	0	0	-12
Cc1ccc(S(=O)(=O)N2CCN(c3ncnc4sccc34)CC2)cc1	-2	19	21	26	103*	-16	0	20	29	87*	10
Cc1ccc(C)c(NC(=O)C2CC(O)CN2C(=O)OCc2ccccc2)c1 (stereo not drawn)	-11	12	-13	16	-8	8	4	-6	-6	12	-1
Cc1ccc(Cc2cnc(NC(=O)/C(C#N)=C/c3ccc(-c4ccccc4[N+](=O)[O-])o3)s2)cc1	52*	10	14	36	-13	-50	2	3	-9	18	8
Cc1ccc(NC(=O)COC(=O)C2CC2)cc1Cl	15	-1	-1	-16	14	10	0	-10	-2	-2	-36
CCCN1CCC(NC(=S)Nc2ccc(S(N)(=O)=O)cc2)CC1	-3	5	-10	2	-2	7	6	1	-3	14	-5
CCOC(=O)N1CCN(c2c(NCCCOC(C)C)c(=O)c2=O)CC1	6	7	10	1	-25	-3	-2	12	5	16	-6
COc1cccc(OC)c1OCCNCCO	-3	9	-27	6	-7	2	3	-3	11	16	10
Cc1cccc(Oc2cnn(C(C)(C)C)c(=O)c2Cl)c1	-4	25	7	13	22	10	1	5	10	60	9
CC1C(=O)N(Cc2cn(CCC3OCCO3)nn2)CCS(=O)(=O)N1Cc1ccc(-c2ccncc2)cc1 (stereo not drawn)	-14	10	5	0	-18	7	x	x	12	4	-3
CCCC(=O)N(CCN1CCOCC1)c1nc2c(C)ccc(C)c2s1	-3	14	-24	0	-26	-2	-1	13	0	-2	12
CC(C)[C@H](NC(=O)c1ccco1)C(=O)OCC(=O)c1ccc2c(c1)NC(=O)CO2	-1	7	-20	21	4	11	-3	52	-4	2	11
CCc1cccc(C)c1NC(=O)c1ccc2c(c1)CCN2S(C)(=O)=O	-35	17	31	-2	13	6	4	-14	9	21	-5
CCN(CCn1cccn1)C(=O)CCc1nnc(C2(c3ccc(Cl)cc3)CCC2)o1	-2	-189	-10	-186	-40	9	2	-40	5	-66	-65
CCc1ccc(OCC(=O)N(C)C2CCS(=O)(=O)C2)cc1 (stereo not drawn)	4	9	-16	0	20	-4	-1	-2	-6	-3	8
C=CCN1C(=O)C(C(C)CC)NC1=S (stereo not drawn)	13	-7	1	-2	-24	-5	5	6	0	-18	4
Cc1c(C(=O)NCc2ccco2)sc2nc(-c3ccccc3)cn12	3	-299	-18	-156	-31	8	2	x	4	-25	-46
CCOC(=O)C(Cc1ccc(OC)c([N+](=O)[O-])c1)NC(=O)CCC(=O)Nc1ccc(OC)cc1 (stereo not drawn)	-15	-4	20	1	13	3	1	-2	17	18	-16
Cc1cc(C(F)(F)F)n(-c2nc(C(=O)NNS(=O)(=O)c3ccccc3)cs2)n1	2	18	-4	15	10	2	3	-7	-14	5	7
O=C(O)C1Nc2c(O)cccc2C2C=CCC12 (stereo not drawn)	-4	24	25	14	2	2	13	1	0	7	-6

Source: PubChem BioAssay (several laboratories)
